H9c2 protect: modulators protecting cardiomyocytes from myocardial damage; H9c2 cardiomyocytes, H2O2 injury protection, ATPLite, 2 h; protection from H2O2 cell death, % at 20 µM; AID 588492; hit rate 0.63% among 360,000;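 active means compounds giving at least 50% protection of heart cells from peroxide-induced death in the single-dose screen, raw or plate-pattern-corrected value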;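 further: 0% = DMSO wells with peroxide and 100% = DMSO wells without peroxide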
aDG glyco up: alpha-DG glycosylation activation; activation, % at 10 µM; hit rate 0.22% among 360,000; Pro5-aDG cells, alpha-DG glycosylation AlphaScreen (IIH6); 0% Pro5, 100% B10-LARGE cell signal;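 active means activation of at least 8% versus controls, or a plate z-score of at least 8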;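 further: Pro5 are CHO cells carrying HIG-tagged alpha-DG that lacks glycosylation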
PDI inh: PDI (human) enzyme inhibition; P07237; PDI insulin aggregation turbidity, A650, 90 min; inhibition, % at 10 µM; hit rate 0.052% among 350,000; AID 588391;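 active means mean inhibition across replicates of 30% or more, whatever share of single replicates reach that level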;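 further: absorbance from insulin aggregation driven by PDI reduction with DTT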
Target sequence (P07237 whole entry, looked up): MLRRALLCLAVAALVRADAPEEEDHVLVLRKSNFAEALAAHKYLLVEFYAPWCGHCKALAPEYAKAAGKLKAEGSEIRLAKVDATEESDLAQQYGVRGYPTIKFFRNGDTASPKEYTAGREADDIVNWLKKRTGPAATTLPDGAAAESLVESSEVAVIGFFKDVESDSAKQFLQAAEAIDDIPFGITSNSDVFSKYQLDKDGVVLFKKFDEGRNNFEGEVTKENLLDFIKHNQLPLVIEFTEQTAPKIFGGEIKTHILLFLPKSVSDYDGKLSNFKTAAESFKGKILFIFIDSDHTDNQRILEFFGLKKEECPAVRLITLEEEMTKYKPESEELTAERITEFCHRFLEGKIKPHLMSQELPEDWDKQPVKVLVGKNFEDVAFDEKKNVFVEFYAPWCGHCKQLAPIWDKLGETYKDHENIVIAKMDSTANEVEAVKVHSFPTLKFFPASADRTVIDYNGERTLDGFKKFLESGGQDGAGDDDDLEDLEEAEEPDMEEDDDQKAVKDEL
m5-HT2A agonist: mouse HTR2A agonism via beta-arrestin recruitment. CHO-K1 mHTR2A beta-arrestin complementation, luminescence; percent of 30 µM serotonin response. activation, % at 7.6 µM. hit rate 0.66% among 360,000;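 active means activation above a run cutoff, the mean activation of all tested compounds plus 3 SD, cut at about 14% in these data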;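 further: 0% = plate median of compound wells and 100% = 30 µM serotonin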
Target sequence (P35363 whole entry, looked up): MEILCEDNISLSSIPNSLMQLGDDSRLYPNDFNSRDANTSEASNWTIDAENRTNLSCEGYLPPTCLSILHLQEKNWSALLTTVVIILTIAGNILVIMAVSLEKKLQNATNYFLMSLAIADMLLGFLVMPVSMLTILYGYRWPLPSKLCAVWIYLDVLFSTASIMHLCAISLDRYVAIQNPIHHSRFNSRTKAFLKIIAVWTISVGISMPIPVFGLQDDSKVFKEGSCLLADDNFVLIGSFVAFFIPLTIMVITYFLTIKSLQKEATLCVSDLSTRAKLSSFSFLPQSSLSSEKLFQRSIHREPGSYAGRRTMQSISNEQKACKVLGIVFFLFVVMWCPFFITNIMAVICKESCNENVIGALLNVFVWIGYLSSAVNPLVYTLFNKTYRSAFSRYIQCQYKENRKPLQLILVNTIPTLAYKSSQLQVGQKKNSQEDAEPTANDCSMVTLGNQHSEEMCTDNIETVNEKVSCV
Vif inh: inhibitors of HIV Vif. inhibition, % at 7.49 µM. AID 602346. HEK293T cells, Vif self-association by quenched fluorescence, imaging, 24 h. hit rate 0.35% among 340,000; in the data active means inhibition above about 50%, passing the limit was not always enough; further: some results filed as inactive read as strong as hits
CaV13 ICDI inh: Disruptors of the CACNA1D IQ motif to Ca2+-dependent inactivation inhibitor domain association, primary screening, Förster resonance energy transfer in intact living …; HEK cells, CFP/YFP FRET ICDI-IQ, plate reader, 10 min; percent FRET-ratio fall versus neutral wells; AID 743397; inhibition, % at 12.3 µM; hit rate 0.098% among 340,000;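 active means mean replicate inhibition of at least 30% and at least 1% of replicates passing that level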;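 further: 0% = median of the neutral control wells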
ABCB6 inh 2: human ABCB6 transporter inhibition. AID 602162. K562-ABCB6 porphyrin accumulation, flow cytometry, 1 h; active compounds read low. fluorescence ratio to DMSO, % at 10 µM. hit rate 0.19% among 360,000;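 active means fluorescence ratio to DMSO below 75%, the collection mean minus 3 SD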;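 further: signal is porphyrin accumulated inside mitochondria; 100% equals median channel fluorescence of DMSO control wells; lower ratio means ABCB6 inhibition with less porphyrin fluorescence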
Granule exo inh: lytic granule exocytosis inhibition | TALL-104 LAMP-1 surface exposure, flow cytometry; cells stimulated with thapsigargin and PMA | hit rate 0.66% among 360,000 | inhibition, % at 10 µM;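 active means inhibition above about 55%, limit read from the data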
Glyco luc inh: blocks N-linked glycosylation in D54 reporter cells; D54 ERlucT glycosylation luciferase reporter, 24 h; percent of 100 nM tunicamycin response; reporter increase, % at 12.5 µM; hit rate 0.23% among 360,000;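 active means mean luciferase reporter signal, scaled so untreated is 0 and the glycosylation-blocking control 100, at or above a set limit in every replicate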;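 further: luciferase carries N-glycosylation sites so blocking glycosylation raises the light; 0% = median of neutral control wells and 100% = median of 100 nM tunicamycin wells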
hiPSC survival: enhancers of human iPSC single-cell survival. hiPSC single-cell survival, ATPlite luminescence; 100% = ROCK inhibitor wells, 0% = DMSO. survival enhancement, % at 20 µM. hit rate 0.044% among 360,000. AID 602274; in the data active means survival enhancement above about 18%;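 further: cells exposed to compounds for 16 hours before the ATP read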
* marks the source's active call; other numbers are inactive results; x = not tested or not shown.

Under each structure – H9c2 protect	aDG glyco up	PDI inh	m5-HT2A agonist	Vif inh	CaV13 ICDI inh	ABCB6 inh 2	Granule exo inh	Glyco luc inh	hiPSC survival
> O=C(N/N=C/c1ccc(-c2ccccc2[N+](=O)[O-])o1)c1cccnc1
    -1	0.2	-5	7	20	-5	100	-1	7	-2.1
> COc1ccc2oc(C(=O)OCC(=O)NC3(C#N)CCCC3)c(C)c2c1
    -4	0.7	5	4	3	-6	102	-5	0	0.2
> CCCNC(=O)C(Cc1ccccc1)NC(=O)c1cccc([N+](=O)[O-])c1 (centres undefined)
    2	-0.2	-3	4	x	-11	95	-8	1	-1.0
> CSCCC1NC2(C(=O)Nc3c(C)cc(Cl)cc32)[C@@H]2C(=O)N(C3CCCC3)C(=O)[C@H]12 (some centres undefined)
    12	0.0	8	2	-3	-6	91	0	-3	2.1
> COc1ccc(CCNC(=O)COC(=O)c2cnc(Cl)c(Cl)c2)cc1
    -8	0.2	12	3	-3	-5	94	-3	2	0.2
> COC(=O)C1=C(C)Nc2ncnn2C1c1ccco1 (centres undefined)
    1	0.9	-6	10	-8	x	105	0	3	1.1
> Clc1ccc(-c2cn3nc4c(nc3n2)CCCC4)cc1
    -12	-0.2	1	-1	x	18	105	1	-18	-1.9
> CN(Cc1ccccc1)c1nc2c(c(=O)[nH]c(=O)n2C)n1CCOc1ccccc1
    -2	0.5	8	-8	8	-4	93	6	1	4.3
> Cc1ccc(S(=O)Cc2ccc(C(=O)N3CCN(C4CCCCC4)CC3)o2)cc1 (centres undefined)
    3	-0.3	-4	0	10	-8	103	-3	-2	0.7
> CON(C)C(=O)CC(CNC(=O)OC(C)(C)C)c1ccc(Cl)cc1 (centres undefined)
    -3	0.1	-22	-2	-1	-11	95	0	2	-2.3
> COc1cccc(Cn2nc(C(=O)O)c3ccccc3c2=O)c1
    64*	0.0	9	3	-2	-7	99	0	4	-0.3
> Nc1nnnn1CC(=O)N/N=C/c1ccccn1
    8	-0.1	11	-6	-5	-5	103	-3	1	1.9
> COc1ccc(OC)c(NC(=O)CCn2c(=S)[nH]c3ccccc3c2=O)c1
    -8	-0.4	-1	1	15	-3	101	2	4	0.0
> COC(=O)c1c(NC(=O)COC(=O)CNC(=O)C2CCCCC2)sc(C)c1C
    -7	-0.2	6	1	3	-4	98	-9	4	-1.5
> Clc1ccc(-n2nnnc2CN2CCOCC2)cc1
    2	-0.1	-8	-4	-1	-6	108	-2	1	3.5
> Cc1c(C)c2ccc(OCC(=O)NCc3ccccn3)cc2oc1=O
    -1	-0.3	-9	5	-5	-14	109	0	5	0.5
> COc1ccc(OC)c(NS(=O)(=O)c2ccc(-n3cccn3)cc2)c1
    0	0.1	-1	1	x	-17	95	-3	5	1.0
> COc1cc(OC)cc(C(=O)NNC(=O)CNC(=O)c2ccc(Br)o2)c1
    -2	-0.2	2	-4	-3	-6	96	-8	1	-0.3
> C=CCNC(=O)C1CCN(c2cc(C)nc(-c3ccccc3)n2)CC1
    9	0.1	6	-3	-1	-3	100	11	0	-2.6
> N#Cc1nc(-c2ccc(OCc3ccccc3)cc2)oc1NCc1cccnc1
    -27	0.1	-1	-8	-1	x	113	-1	0	0.3
> O=C(O)c1ccc(Cn2cnc3c(=O)[nH]cnc32)cc1
    -2	0.2	4	2	-10	-6	98	-4	0	-0.9
> CC(C)C(=O)NC(=O)[C@@H]1CCCN1C(=O)/C=C/c1ccccc1
    4	0.2	-7	0	-1	-12	92	-1	1	1.7
> C=CCn1c(SCC(=O)NCCCC(=O)OCC)nc2scc(-c3ccco3)c2c1=O
    13	-0.2	3	0	8	-4	96	-4	0	0.1
> Oc1ccc(-c2n[nH]c(=S)n2-c2ccc3c(c2)OCCO3)c(O)c1
    8	0.4	13	4	5	-18	100	2	2	1.4
> Cc1ccccc1NC(=O)Cc1nc(-c2c[nH]c(C(=O)N3CCCC3)c2)cs1
    -9	1.0	0	12	x	-12	101	-1	-2	2.1
> CCOC(=O)NC(=O)COC(=O)c1ccc(Sc2ncn[nH]2)c([N+](=O)[O-])c1
    3	0.0	-2	4	x	-4	101	0	1	-2.6
> Cc1cccn2cc(-c3cccc(S(=O)(=O)N4CCCCC4)c3)nc12
    0	0.1	-6	-5	-15	-5	89	-1	-1	-0.1
> CCOc1ccc(S(=O)(=O)N2CCN(c3ccc(C)cc3C)CC2)cc1
    -18	0.2	x	5	-7	-3	98	2	-2	-0.3
> CCCCNC(C(=O)Nc1cccc(S(=O)(=O)N2CCOCC2)c1)c1ccccc1 (centres undefined)
    -4	-0.1	-7	3	-3	-2	100	0	-3	-0.6
> NC(=O)Nc1ccccc1C(=O)NCCc1ccccc1
    1	-0.3	3	1	-18	-6	106	-4	-1	0.4
> COc1ccc(CCNC(=O)COC(=O)Cc2cc(OC)c(OC)c(OC)c2)cc1
    -9	0.4	0	-3	-3	-4	92	0	-1	0.6
> CN(C)c1ccc(C(c2nnnn2CCOC(=O)Nc2ccc(Cl)cc2)N2CCOCC2)cc1 (centres undefined)
    -10	0.3	-10	-2	0	-2	97	5	-1	1.5
> Cn1c(CNC2CCCCC2)nc2ccccc21
    -4	-0.1	16	-6	0	10	87	-7	1	-0.4
> CCN1CCCC1CNC(=O)c1ccc2c(c1)NC(=O)/C(=C\c1ccccc1Cl)S2 (centres undefined)
    1	2.8	-1	-5	14	-12	94	6	-5	1.2
> O=C(CSc1nnc(-c2ccccc2)c(-c2ccccc2)n1)N1CCc2ccccc21
    6	0.1	-4	0	-5	-3	103	-2	1	0.0
> COCCNc1nc2nonc2nc1N(C)Cc1cccc2cnccc12
    -3	0.0	-10	-1	48	6	99	4	1	0.0
> CC1CCC(NC(=O)C2CCN(c3cnccn3)CC2)CC1 (centres undefined)
    -2	0.2	2	4	4	-5	105	-2	-1	3.1
> CCCSc1ccc([C@H]2N[C@@](CC(C)C)(C(=O)OC)[C@H]3C(=O)N(CC)C(=O)[C@@H]23)cc1
    0	0.3	16	1	-2	-11	91	21	-2	2.3
> O=C(NCCC1=CCCCC1)C1CCN(C(=O)c2ccc(Br)cc2)CC1
    2	0.4	2	2	0	-1	94	-2	2	-1.0
> Cc1cc(C)nc(SCc2nc3nc(C)cc(C)n3c2Br)n1
    7	-0.2	-1	2	-5	-6	105	-6	2	1.2
> Cc1nc(C)c(C(=O)N(c2ccc(F)cc2)C(C(=O)NCC2CCCO2)c2ccccc2)s1 (centres undefined)
    -1	0.0	-13	-7	-3	-3	101	-2	6	-0.6
> CCOC(=O)c1ccc(NC(=O)[C@@H](NC(N)=O)C(C)C)cc1
    -3	-0.2	11	6	0	-2	104	0	3	-0.8
> Cc1ccc(NC(=O)c2ccc(CN3CCc4ccccc4C3)cc2)cc1
    16	0.0	-2	-5	-17	-9	84	-2	-5	-0.1
> O=C(NNC(=O)c1cccc(S(=O)(=O)N2CCCCC2)c1)c1ccccc1
    -3	0.2	0	-4	0	-5	102	-2	2	1.4
> COc1cc(C(=O)OCC(=O)NC(N)=O)cc(CN2C(=O)c3ccccc3C2=O)c1OC
    5	0.1	-7	2	3	-4	94	6	0	-0.5
> CCCOc1ccccc1C1CC(=O)NC(C)=C1C(=O)OCC(C)C (centres undefined)
    -13	-0.1	-2	-5	-12	-3	100	4	-4	2.3
> Cc1cc(C)c(C#N)c(Sc2nnnn2-c2ccccc2)n1
    5	-0.1	7	-9	-4	-6	103	1	1	2.3
> Cc1nc(N=Nc2ccc(O)cc2)n[nH]1
    -12	1.2	9	-5	-3	-4	100	-2	-4	-0.2
> CCOCCCNC(=O)CCSc1ccc(C)cc1
    2	0.1	-5	-1	-14	-5	100	-6	2	7.3
> CC1CCCCN1C(=O)CSc1nc(C2CC2)nc2c1cnn2-c1ccccc1 (centres undefined)
    -19	0.2	-7	-1	-1	-11	96	-4	-11	-0.7
> O=S1(=O)C[C@@H]2N=C(N/N=C/c3ccccc3)S[C@@H]2C1
    -1	0.1	8	-1	0	-5	96	-7	1	1.1
> CC(=O)N1CCCC1C(=O)O (centres undefined)
    10	-0.1	11	9	-4	-5	101	1	4	-0.7
> C=C(C)CN=C1NN=C(c2cc(C)n(-c3ccc(C)cc3)c2C)CS1
    -6	0.3	-3	-3	4	-4	100	-3	-2	-0.9
> O=C(CS(=O)(=O)c1ccccc1)NC1CCCCC1
    -5	-0.1	-2	4	0	-4	98	-2	1	-0.4
> CCOC(=O)c1c(NC(=O)C2=C(C)NC(=S)NC2c2ccc(F)cc2F)sc(C)c1C (centres undefined)
    0	0.0	-17	5	-4	-14	104	1	-4	-1.2
> CCOC(=O)C1CCCN(Cc2nc(N)nc(Nc3ccccc3)n2)C1 (centres undefined)
    16	0.3	19	-1	-6	x	104	-4	1	-0.3
> COc1ccccc1-c1nc(SCC(=O)NCc2ccco2)c2c(=O)n(C)c(=O)n(C)c2n1
    26	0.0	-3	-3	4	-5	101	-9	-1	-0.1
> Cc1ccc(Cn2c(C)c3cnn(CC(=O)NCc4ccccn4)c(=O)c3c2C)cc1
    -13	-0.1	x	-2	-5	-3	100	-3	0	-0.7
> Cc1nn(-c2ccccc2)c2sc(C(=O)N(Cc3ccco3)C(C)C(=O)NC(C)(C)C)cc12 (centres undefined)
    1	0.1	6	-2	12	x	90	-1	3	-1.1
> CCOc1nc2cnccc2n(CC(=O)Nc2c(C)cccc2CC)c1=O
    -1	0.0	-1	4	9	-2	96	2	2	1.1

Next results:
Under each structure – H9c2 protect	aDG glyco up	PDI inh	m5-HT2A agonist	Vif inh	CaV13 ICDI inh	ABCB6 inh 2	Granule exo inh	Glyco luc inh	hiPSC survival
> COc1ccc(NC(=O)Nc2ccc(OCC(=O)N3CCOCC3)cc2)cc1OC
    -2	-0.4	-7	-1	0	-5	103	26	-1	-2.5
> CCCC12CN3CC(C)(CN(C1)C3c1ccc(OC(C)C)cc1)C2=O (centres undefined)
    -1	-0.2	4	1	4	-4	96	-3	0	2.6
> O=C1c2oc3ccc(Br)cc3c(=O)c2C(c2cccc(F)c2)N1CCO (centres undefined)
    5	-0.3	-5	-3	-2	-3	91	-1	-1	2.5
> CC(Oc1ccc(F)cc1)C(=O)N(Cc1ccccc1)c1c(N)n(Cc2ccccc2)c(=O)[nH]c1=O (centres undefined)
    -1	0.1	-7	2	-6	-2	97	0	-1	0.9
> OCCN1CCN(CC(O)COCC2COc3ccccc3O2)CC1 (centres undefined)
    -6	-0.1	8	3	-1	-18	105	-1	0	0.4
> CC(=O)COC(=O)c1cccc(N2C(=O)C3C4C=CC(C4)C3C2=O)c1 (centres undefined)
    7	0.1	x	4	4	-2	93	-1	-6	-0.4
> COc1ccc(OC(=O)CCN2C(=O)C3C4C=CC(C4)C3C2=O)cc1 (centres undefined)
    0	-0.2	6	2	5	-2	97	-2	-1	-0.2

Some of these compounds in order of molar mass, rising.
Under each structure – H9c2 protect	aDG glyco up	PDI inh	m5-HT2A agonist	Vif inh	CaV13 ICDI inh	ABCB6 inh 2	Granule exo inh	Glyco luc inh	hiPSC survival
> O=C(O)c1ccc(Cn2cnc3c(=O)[nH]cnc32)cc1
    -2	0.2	4	2	-10	-6	98	-4	0	-0.9
> Cc1ccc(Cn2c(C)c3cnn(CC(=O)NCc4ccccn4)c(=O)c3c2C)cc1
    -13	-0.1	x	-2	-5	-3	100	-3	0	-0.7
> CCOC(=O)c1c(NC(=O)C2=C(C)NC(=S)NC2c2ccc(F)cc2F)sc(C)c1C (centres undefined)
    0	0.0	-17	5	-4	-14	104	1	-4	-1.2
